M18AAP inhibitor: PfM18AAP inhibitors, malaria aminopeptidase, primary screen, biochemical, QFRET, recombinant enzyme | M18 aspartyl aminopeptidase (Plasmodium falciparum 3D7) | H-Glu-NHMec fluorogenic cleavage | inhibition, % at 7.35 µM | 1.2% of 290,000 active | AID 1822, 2009;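 active means inhibition above the campaign mean inhibition over all tested compounds plus 3 SD, cut at about 28% in these data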;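 further: 0% = plate median of test compound wells and 100% = 2 mM ZnCl2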
NALP1 inh: NALP1 inflammasome inhibitors in reconstituted yeast, colorimetric, S. cerevisiae, triplicate retest. S. cerevisiae NALP1/ASC/caspase-1 growth, X-gal OD620, 72 h. inhibition, % at 10 µM. 0.61% of 280,000 active; in the data active means inhibition mostly above about 24%, no sharp cut-off; inactive means mostly below about 32%; further: some compounds called inactive have numbers as strong as hits
IMP-1 inh: IMP-1 metallo-beta-lactamase inhibitors, primary screen, biochemical, epi-absorbance readout, Pseudomonas aeruginosa enzyme. metallo-beta-lactamase IMP-1 (Pseudomonas aeruginosa). purified IMP-1, nitrocefin hydrolysis, epi-absorbance fluorescence. inhibition, % at 5.6 µM. 0.45% of 290,000 active. AID 1556, 2009;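 active means inhibition above the mean plus 3 SD of all compounds in the same screening run, cut at about 4.5% in these data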;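 further: 0% = IMP-1 with DMSO and 100% = DMSO wells lacking enzyme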
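assay system = purified recombinant IMP-1 metallo-beta-lactamase enzyme | schedule = 15 min preincubation plus 25 min reaction at 25 °C | signal = Epi-absorbance fluorescence, 480 nm excitation, 530 nm emission | read-out basis = percent inhibition from optical density relative to buffer-blank wells | controls = IMP-1 with DMSO as 0%, enzyme-free DMSO as 100%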
MEKK2wt PB1 HTS: modulators of MEK5 binding to wildtype MEKK2, primary screen, biochemical, multiplex bead flow cytometry, Alexa488-MEK5 | Mitogen-activated protein kinase kinase kinase 2 (Homo sapiens), Q9Y2U5 | Alexa488-MEK5 binding to MEKK2 WT; actives lie on both sides | binding response (% of control), % at 10 µM | 1.1% of 290,000 active | AID 1531, 2009; in the data active means binding response below about 67% or above about 130%
FID counter: compounds displacing fluorescent DNA intercalator, primary screen, artefact control for HCV NS3 helicase inhibitor project, biochemical, FID fluorescence | DNA fluorescent intercalator displacement | inhibition, % at 7.9 µM | 0.17% of 290,000 active; in the data active means inhibition above about 37%;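 further: 0% = vehicle and 100% = reference compound; higher means more ethidium bromide displaced from hairpin DNA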
NS3 helicase inh: inhibitors of HCV NS3 helicase, primary screen, biochemical, Cy5 molecular beacon fluorescence; NS3 helicase DNA unwinding; AID 1800, 2009; inhibition, % at 10.9 µM; Hepatitis C virus NS3 helicase; 0.56% of 290,000 active;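 active means inhibition above the mean of all tested compounds plus 3 SD, set per campaign, cut at about 35% in these data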;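 further: 0% = DMSO wells and 100% = thioflavine S control wells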
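Assay system: hepatitis C virus NS3 helicase domain fragment enzyme. Also added: annealed dual-labelled DNA beacon duplex, ATP-started. Timing: 1 h reaction at 25 °C, ATP-initiated. Technique: Cy5 fluorescence at 0 and 60 min, beacon hairpin quenching. Evaluation: % inhibition of unwinding. Replication: one well per compound.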
UBC9 SUMO inh: inhibitors of in vitro SUMOylation cascade, primary screen, biochemical, HTRF, uHTS. SUMO-conjugating enzyme UBC9 (Homo sapiens), P63279. HTRF SUMOylation assay, SAE1/SAE2 + UBC9. inhibition, % at 35 µM. 0.36% of 290,000 active. AID 2006, 2009; in the data active means inhibition above about 50%, passing the limit was not always enough; further: strong numbers were not always called active
Target sequence (P63279 whole entry, looked up): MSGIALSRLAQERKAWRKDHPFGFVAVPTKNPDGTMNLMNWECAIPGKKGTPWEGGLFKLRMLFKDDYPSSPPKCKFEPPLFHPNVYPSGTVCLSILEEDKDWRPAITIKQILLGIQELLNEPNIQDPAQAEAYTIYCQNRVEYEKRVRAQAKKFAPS
MEKK2mut PB1 HTS: MEK5 binding signal on mutant MEKK2 PB1, primary screen, biochemical, multiplex bead flow cytometry, Alexa488-MEK5 | Alexa488-MEK5 binding to MEKK2 mutant | AID 1530, 2009 | percent response, % at 10 µM | 0.35% of 290,000 active; in the data active means percent response above about 24%, passing the limit was not always enough; further: inactives centre near 1; some results filed as inactive read as strong as hits
VIM-2 inhibitor: VIM-2 metallo-beta-lactamase inhibitors, primary screen, biochemical, epi-absorbance readout, Pseudomonas aeruginosa enzyme. purified VIM-2, nitrocefin hydrolysis, epi-absorbance fluorescence. inhibition, % at 5.6 µM. 0.89% of 290,000 active. AID 1527, 2009;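 active means inhibition above the mean of all tested compounds plus 3 SD, cutoff set per screening run, cut at about 7.5% in these data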;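 further: red hydrolysis product quenches plate fluorescence so inhibitors raise well fluorescence; 0% = enzyme with DMSO and 100% = DMSO without enzyme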
* hit, by the source's call.

COc1cccc(NC(=O)Nc2cc(C(=O)O)ccc2N2CC3CC(C2)c2cccc(=O)n2C3)c1 (centres undefined) was read as M18AAP inhibitor 9, NALP1 inh -3, IMP-1 inh -2.7, MEKK2wt PB1 HTS 101, FID counter -48, NS3 helicase inh 0, MEKK2mut PB1 HTS 5 and VIM-2 inhibitor -1.5.
For COc1ccc(C(=O)NNC2CC(=O)N(Cc3ccc(Cl)cc3)C2=O)cc1OC (centres undefined) the results were M18AAP inhibitor 0, NALP1 inh 35, IMP-1 inh -2.3, MEKK2wt PB1 HTS 102, FID counter -17, NS3 helicase inh 6, UBC9 SUMO inh 8, MEKK2mut PB1 HTS 3 and VIM-2 inhibitor -1.9.
For CC(=O)N1CCN(C(=O)c2ccc(OC3CCN(Cc4ccccn4)CC3)cc2)CC1 the results were M18AAP inhibitor 2, NALP1 inh 11, IMP-1 inh -4.6, MEKK2wt PB1 HTS 104, FID counter -7, NS3 helicase inh 6, UBC9 SUMO inh -4, MEKK2mut PB1 HTS 10 and VIM-2 inhibitor -0.4.
CCc1c(C)nc2ncnn2c1N1CCC(C(=O)Nc2ccccc2)CC1 was read as M18AAP inhibitor 0, NALP1 inh 3, IMP-1 inh -2.1, MEKK2wt PB1 HTS 98, FID counter -14, NS3 helicase inh -5, UBC9 SUMO inh 22, MEKK2mut PB1 HTS 3 and VIM-2 inhibitor -3.4.
For CCCC(=O)Nc1ccc(Br)c(Cl)c1 the results were M18AAP inhibitor 3, NALP1 inh -20, IMP-1 inh -3.3, MEKK2wt PB1 HTS 107, FID counter 1, NS3 helicase inh 2, UBC9 SUMO inh 0, MEKK2mut PB1 HTS 9 and VIM-2 inhibitor -0.3.
Cc1nc2ccc(Cl)cc2c(-c2ccccc2F)c1CC(=O)O was read as M18AAP inhibitor 13, NALP1 inh 36, IMP-1 inh -2.9, MEKK2wt PB1 HTS 94, FID counter -26, NS3 helicase inh 2, UBC9 SUMO inh -8, MEKK2mut PB1 HTS -2 and VIM-2 inhibitor -0.4.
`O=C(c1ccc2nc3ccc(Cl)cc3c(=O)n2c1)N1CCOCC1` gave M18AAP inhibitor -1, NALP1 inh 13, IMP-1 inh -1.6, MEKK2wt PB1 HTS 118, FID counter 1, NS3 helicase inh -2, UBC9 SUMO inh 30, MEKK2mut PB1 HTS 8 and VIM-2 inhibitor 1.4.
O=C(NCc1ccc2c(c1)OCO2)c1ccc(COc2cccc(Cl)c2)o1 was read as M18AAP inhibitor -3, NALP1 inh 0, IMP-1 inh -4.8, FID counter -20, NS3 helicase inh -7, UBC9 SUMO inh -34 and VIM-2 inhibitor -1.4.
`Cn1c(SCC(=O)N2CCc3ccccc32)nnc1-c1ccc(S(=O)(=O)N2CCCC2)cc1` gave M18AAP inhibitor 0, NALP1 inh 22, IMP-1 inh -1.3, MEKK2wt PB1 HTS 94, FID counter -6, NS3 helicase inh -2, UBC9 SUMO inh 10, MEKK2mut PB1 HTS -1 and VIM-2 inhibitor -2.6.
For COc1ccc(N2CCN(C(=O)CN3C(=O)COc4ccccc43)CC2)cc1 the results were M18AAP inhibitor -6, NALP1 inh 2, IMP-1 inh -3.8, MEKK2wt PB1 HTS 102, FID counter -22, NS3 helicase inh 3, UBC9 SUMO inh 6, MEKK2mut PB1 HTS 3 and VIM-2 inhibitor -1.8.
For COc1ccc(/C=N/Nc2nc(Nc3ccccc3)nc(N3CCCC3)n2)cc1[N+](=O)[O-] the results were M18AAP inhibitor -15, NALP1 inh 1, IMP-1 inh -0.2, MEKK2wt PB1 HTS 101, FID counter -5, NS3 helicase inh -70, UBC9 SUMO inh 29, MEKK2mut PB1 HTS -3 and VIM-2 inhibitor -0.7.
COc1ccc(NC(=O)c2cc3c([nH]c4ccccc43)c(C)n2)cc1 was read as M18AAP inhibitor -1, NALP1 inh 18, IMP-1 inh -1.5, MEKK2wt PB1 HTS 106, FID counter -1, NS3 helicase inh -11, UBC9 SUMO inh -1, MEKK2mut PB1 HTS -1 and VIM-2 inhibitor -1.3.
Screening O=C(c1ccsc1)N1CCCC(N2CCN(c3cccc(C(F)(F)F)c3)CC2)C1 (centres undefined) returned M18AAP inhibitor 1, NALP1 inh 8, IMP-1 inh -2.4, MEKK2wt PB1 HTS 110, FID counter -24, NS3 helicase inh -3, UBC9 SUMO inh 2, MEKK2mut PB1 HTS 7 and VIM-2 inhibitor -2.1.
`COc1cccc(OCc2ccc(C(=O)NCC3CCCO3)cc2)c1` (centres undefined) gave M18AAP inhibitor 2, NALP1 inh 47, IMP-1 inh -0.9, MEKK2wt PB1 HTS 98, FID counter -22, NS3 helicase inh -8, UBC9 SUMO inh -15, MEKK2mut PB1 HTS -1 and VIM-2 inhibitor -0.1.
For O=C(N/N=C/c1ccccc1OCc1ccccc1)c1cccs1 the results were M18AAP inhibitor 6, NALP1 inh 1, IMP-1 inh -3.1, MEKK2wt PB1 HTS 105, FID counter -11, NS3 helicase inh -14, UBC9 SUMO inh -8, MEKK2mut PB1 HTS -1 and VIM-2 inhibitor -2.0.

2 compounds picked at random from the list so far, as already listed:
For COc1ccc(C(=O)NNC2CC(=O)N(Cc3ccc(Cl)cc3)C2=O)cc1OC (centres undefined) the results were M18AAP inhibitor 0, NALP1 inh 35, IMP-1 inh -2.3, MEKK2wt PB1 HTS 102, FID counter -17, NS3 helicase inh 6, UBC9 SUMO inh 8, MEKK2mut PB1 HTS 3 and VIM-2 inhibitor -1.9.
For COc1ccc(/C=N/Nc2nc(Nc3ccccc3)nc(N3CCCC3)n2)cc1[N+](=O)[O-] the results were M18AAP inhibitor -15, NALP1 inh 1, IMP-1 inh -0.2, MEKK2wt PB1 HTS 101, FID counter -5, NS3 helicase inh -70, UBC9 SUMO inh 29, MEKK2mut PB1 HTS -3 and VIM-2 inhibitor -0.7.

New compounds follow
`CCC(OC(=O)c1nsc(Cl)c1Cl)C(=O)NCC1CCCO1` (centres undefined) gave M18AAP inhibitor 2, NALP1 inh 4, IMP-1 inh -2.7, MEKK2wt PB1 HTS 106, FID counter -10, NS3 helicase inh 5, UBC9 SUMO inh 5, MEKK2mut PB1 HTS 6 and VIM-2 inhibitor -5.7.
CCOc1ccc(Nc2cc(C)nc(-n3nc(C)cc3C)n2)cc1 was read as M18AAP inhibitor -8, NALP1 inh 7, IMP-1 inh -4.7, MEKK2wt PB1 HTS 103, FID counter -22, NS3 helicase inh -1, UBC9 SUMO inh 5, MEKK2mut PB1 HTS 2 and VIM-2 inhibitor 17*.
Cc1nc(NC(=O)CSc2ccccc2N)sc1C was read as M18AAP inhibitor 0, NALP1 inh 7, IMP-1 inh -2.9, MEKK2wt PB1 HTS 99, FID counter -2, NS3 helicase inh 4, UBC9 SUMO inh 20, MEKK2mut PB1 HTS 1 and VIM-2 inhibitor -4.1.
For O=C(Nc1cccc(Oc2ccc3c(c2)C(=O)NC3=O)c1)c1cccs1 the results were M18AAP inhibitor 3, NALP1 inh 34, IMP-1 inh -2.4, MEKK2wt PB1 HTS 75, FID counter -1, NS3 helicase inh -4, UBC9 SUMO inh 10, MEKK2mut PB1 HTS 2 and VIM-2 inhibitor -4.1.
`Cn1cccc1C(C#N)c1ccccc1C#N` (centres undefined) gave M18AAP inhibitor -13, NALP1 inh -17, IMP-1 inh -1.4, MEKK2wt PB1 HTS 96, FID counter -2, NS3 helicase inh -3, UBC9 SUMO inh -2, MEKK2mut PB1 HTS -2 and VIM-2 inhibitor 0.5.
For CCNC(=O)C1CCCN1C(=O)C(CCCN=C(N)N)NC(=O)C(CC(C)C)NC(=O)C(Cc1cn(Cc2ccccc2)cn1)NC(=O)C(Cc1ccc(O)cc1)NC(=O)C(CO)NC(=O)C(Cc1c[nH]c2ccccc12)NC(=O)C(Cc1cnc[nH]1)NC(=O)C1CCC(=O)N1 (centres undefined) the results were M18AAP inhibitor 1, NALP1 inh 16, IMP-1 inh -1.0, MEKK2wt PB1 HTS 115, FID counter 44*, NS3 helicase inh -92, UBC9 SUMO inh 1, MEKK2mut PB1 HTS 5 and VIM-2 inhibitor -0.9.
For O=C(NC1=NCCS1)C1CC(=O)N(c2ccc(F)cc2)C1 (centres undefined) the results were M18AAP inhibitor -8, NALP1 inh -8, IMP-1 inh 1.7, MEKK2wt PB1 HTS 121, FID counter -2, NS3 helicase inh -6, UBC9 SUMO inh 1, MEKK2mut PB1 HTS 7 and VIM-2 inhibitor -0.7.
For O=C(c1ccco1)N1CCN(S(=O)(=O)c2ccc(S(=O)(=O)NC3CC3)cc2)CC1 the results were M18AAP inhibitor 7, NALP1 inh 21, IMP-1 inh 1.5, MEKK2wt PB1 HTS 99, FID counter -11, NS3 helicase inh 2, UBC9 SUMO inh 12, MEKK2mut PB1 HTS 3 and VIM-2 inhibitor -2.1.
`CCCCCC1CC(CC(=O)Nc2ccc([N+](=O)[O-])cc2)OC1=O` (centres undefined) gave M18AAP inhibitor -13, NALP1 inh 22, IMP-1 inh -2.5, MEKK2wt PB1 HTS 108, FID counter 1, NS3 helicase inh 3, UBC9 SUMO inh 4, MEKK2mut PB1 HTS 16 and VIM-2 inhibitor -0.1.
For CC(=O)c1ccc(NC(=O)CC2S/C(=N/N=C3CCCCCC3)NC2=O)cc1 (centres undefined) the results were M18AAP inhibitor 7, NALP1 inh -6, IMP-1 inh -1.2, MEKK2wt PB1 HTS 102, FID counter -21, NS3 helicase inh -3, UBC9 SUMO inh 7, MEKK2mut PB1 HTS 1 and VIM-2 inhibitor -3.6.
COc1ccc(C2=C/C(=C\c3cccc(OC(C)=O)c3)C(=O)O2)cc1 was read as M18AAP inhibitor -2, NALP1 inh 22, IMP-1 inh -1.9, MEKK2wt PB1 HTS 98, FID counter -8, NS3 helicase inh 7, UBC9 SUMO inh 6, MEKK2mut PB1 HTS 0 and VIM-2 inhibitor -0.1.
`COc1ccccc1N1CCN(S(=O)(=O)c2ccc(-c3ccc(=O)[nH]n3)o2)CC1` gave M18AAP inhibitor 8, NALP1 inh 8, IMP-1 inh -2.4, MEKK2wt PB1 HTS 99, FID counter -25, NS3 helicase inh -11, UBC9 SUMO inh 6, MEKK2mut PB1 HTS 2 and VIM-2 inhibitor -1.6.
CCOC(=O)c1ccc(NC(=O)c2ccc3c(c2)C(=O)N(CC2CCCO2)C3=O)cc1 (centres undefined) was read as M18AAP inhibitor -5, NALP1 inh 17, IMP-1 inh 1.4, MEKK2wt PB1 HTS 108, FID counter -25, NS3 helicase inh -7, UBC9 SUMO inh 12, MEKK2mut PB1 HTS 2 and VIM-2 inhibitor -1.7.
